G6PDH CS = inhibits Leuconostoc G6PDH, flagging false hits in G6PDH-based assays. Purified L. mesenteroides G6PDH, diaphorase/resazurin coupled fluorescence, 45 min. inhibition, % at 5 µM. 200,000 tested, 0.12% active. AID 1020; in the data active = inhibition above about 50%
PMI activator = phosphomannose isomerase (human) activation | P34949 | purified human PMI, coupled resazurin fluorescence, 20 min; stronger effect = higher value; 1 = vehicle control, 0 substrate-free wells | activation factor at 20 µM | 190,000 tested, 0.005% active | AID 1214;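 active = activation factor of 2 or more at 20 µM, relative to plate controls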
HMGR II inh = blocks class II HMG-CoA reductase of Enterococcus faecalis; purified E. faecalis HMGR, NADPH absorbance 340 nm kinetic; inhibition, % at 10 µM; 190,000 tested, 0.41% active;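 active = inhibition above a set limit, the median over all tested compounds plus 3 SD, cut at about 9.5% in these data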;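 note: enzyme runs in reverse so mevalonate oxidation gives rising NADPH absorbance; 0% = complete reaction with DMSO and 100% = background rate lacking mevalonate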
Diaph act CS = activates diaphorase or chemically reduces, flagging diaphorase assay artifacts | Diaphorase/resazurin coupled assay, resorufin fluorescence, 16 min; stronger effect = higher value; 1 = vehicle wells, 0 = NADH-free wells | 190,000 tested, 0.005% active | AID 1229 | activation factor at 20 µM;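 active = diaphorase activity raised at least twofold by the compound at 20 µM; inactive = activation factor below 2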
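Test system: Clostridium kluyveri diaphorase, purified enzyme; input: enzyme 0.07 U/mL final; buffer or medium: 50 mM HEPES pH 7.4 with 4.542 mM MgCl2, 0.005% Tween 20; also added: 0.114 mM NADH and 0.1 mM resazurin, final amounts; schedule: 16 min enzyme reaction, ambient temperature; technique: fluorescence of resorufin, 544 nm excitation, 590 nm emission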
TNAP act hi DEA = TNAP (human) activation, high acceptor; P05186; purified TNAP, CDP-star luminescence, 1 M DEA, 30 min; stronger effect = higher value; 0 = EDTA background, 1 = DMSO-only activity; activation factor at 20 µM; 200,000 tested, under 10 active;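 active = activation factor at least 2 at 20 µM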
Target sequence (P05186 whole entry, looked up): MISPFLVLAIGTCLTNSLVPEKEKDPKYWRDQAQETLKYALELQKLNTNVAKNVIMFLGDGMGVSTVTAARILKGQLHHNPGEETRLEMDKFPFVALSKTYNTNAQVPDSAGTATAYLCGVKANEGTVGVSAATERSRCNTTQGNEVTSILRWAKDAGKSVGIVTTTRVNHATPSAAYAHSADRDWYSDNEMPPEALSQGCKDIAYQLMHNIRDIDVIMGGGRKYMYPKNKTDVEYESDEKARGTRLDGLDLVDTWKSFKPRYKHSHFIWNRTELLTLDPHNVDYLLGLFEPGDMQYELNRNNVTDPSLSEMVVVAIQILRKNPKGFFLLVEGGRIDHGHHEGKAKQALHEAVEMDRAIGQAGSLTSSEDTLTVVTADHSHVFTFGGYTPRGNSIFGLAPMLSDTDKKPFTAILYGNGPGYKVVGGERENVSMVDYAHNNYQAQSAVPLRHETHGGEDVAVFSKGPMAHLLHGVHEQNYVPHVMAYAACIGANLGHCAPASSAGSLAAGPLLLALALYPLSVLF
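system = human TNAP | amount = enzyme diluted 1/800 final | reagent = 100 µM CDP-star substrate | signal = luminescent substrate turnover signal | dosing = one dose, 20 µM | benchmarks = EDTA negative control, DMSO positive control | measure = activation factor | timing = 30 min reaction, room temperature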
FLuc stim CS = firefly luciferase counter-screen for stimulation assays. AID 1027. ATPlite luciferase biochemical, luminescence, 10 min; 0 = ATP-free wells, 1 = DMSO control. activation factor at 10 µM. P08659. 200,000 tested, under 10 active;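 active = luciferase activation factor, scaled between plate controls, of at least 2 with compound at 10 µM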
Target sequence (P08659 whole entry, looked up): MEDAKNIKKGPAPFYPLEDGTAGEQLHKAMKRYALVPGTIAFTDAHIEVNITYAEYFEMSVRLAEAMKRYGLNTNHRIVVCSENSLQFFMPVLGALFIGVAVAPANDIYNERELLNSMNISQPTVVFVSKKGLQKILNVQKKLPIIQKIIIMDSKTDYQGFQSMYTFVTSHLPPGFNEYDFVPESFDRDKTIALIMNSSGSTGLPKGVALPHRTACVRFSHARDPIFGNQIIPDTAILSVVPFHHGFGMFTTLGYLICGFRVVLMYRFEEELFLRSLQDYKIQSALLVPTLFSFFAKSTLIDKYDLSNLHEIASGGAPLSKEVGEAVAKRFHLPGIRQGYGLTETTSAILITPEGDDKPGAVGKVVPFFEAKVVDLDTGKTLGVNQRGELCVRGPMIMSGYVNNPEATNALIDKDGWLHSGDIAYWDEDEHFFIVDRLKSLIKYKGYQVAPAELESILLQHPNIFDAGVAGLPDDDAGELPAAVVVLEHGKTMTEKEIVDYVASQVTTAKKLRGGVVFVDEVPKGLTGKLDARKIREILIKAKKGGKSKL
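System: luciferase plus luciferin reagent, cell-free; medium: PBS as buffer for the ATP substrate; dosing: test compounds dosed from 2 mM stocks in 100% DMSO; timing: 10 min post-reagent at room temperature; measured by: luminescence measurement of luciferase light output; evaluation: luciferase activation, seen as luminescence increase over controls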
Diaph inh CS = counter-screen for diaphorase-based assays: diaphorase inhibitors and chemical oxidizers; diaphorase resazurin-to-resorufin fluorescence, NADH, 16 min; bacterial (C. kluyveri) enzyme, not human; inhibition, % at 20 µM; 190,000 tested, 0.69% active;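 active = primary screen inhibition at 20 µM above a set limit, cut at about 50% in these data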;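 note: plate controls were DMSO with full reaction for no effect and wells lacking NADH for full effect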
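Detection: fluorescence of resorufin formed from resazurin, Ex 544/Em 590 nm; test system: Clostridium kluyveri diaphorase enzyme; amount: 0.14 U/mL diaphorase, enzyme working solution; times: 16-min room-temperature incubation before reading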
TNAP inh noacc = TNAP (human) inhibition, acceptor-free conditions; P05186; purified TNAP, CDP-star luminescence, 30 min; inhibition, % at 20 µM; 200,000 tested, 0.26% active; AID 1012;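 active = tissue-nonspecific alkaline phosphatase inhibition above about 50% at 20 µM in the single-dose screen, limit read from the data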;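 note: 0% = DMSO negative control and 100% = EDTA positive control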
TNAP inh hi DEA = TNAP (human) inhibition, high acceptor | P05186 | purified TNAP, CDP-star luminescence, 1 M DEA | inhibition, % at 20 µM | 200,000 tested, 0.03% active | AID 1135;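 active = over 50% inhibition of tissue-nonspecific alkaline phosphatase at 20 µM in the single-dose screen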;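 note: plate controls were DMSO wells for no effect and EDTA-quenched wells as full inhibition for full effect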
PMI act hi M6P = activators of human phosphomannose isomerase at near-saturating mannose 6-phosphate; 190,000 tested, 0.34% active; AID 1216; coupled PMI enzyme assay, resazurin fluorescence, 20 min; stronger effect = higher value; 1 = untreated enzyme, 0 = substrate-free blank; P34949; activation factor at 20 µM;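 active = activation factor of 2 or more at 20 µM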
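Material: human phosphomannose isomerase with PGI, G6PDH, diaphorase coupling enzymes. Quantity: 15 ng/mL PMI. Medium: HEPES pH 7.4 buffer with MgCl2 and Tween-20. Reagent: Near-saturating mannose-6-phosphate, 1.0 mM. Compound: 20 µM single dose. Times: enzyme reaction with compound 20 min at room temperature. Detection: resorufin fluorescence at Ex 544/Em 590 nm.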
Starred values were filed as active, the others as inactive. This is a random part of the collection (roughly 1.7% active in at least one column).

SMILES	G6PDH CS	PMI activator	HMGR II inh	Diaph act CS	TNAP act hi DEA	FLuc stim CS	Diaph inh CS	TNAP inh noacc	TNAP inh hi DEA	PMI act hi M6P
CCN(CC)C(=O)C1CCCN(c2ccccc2[N+](=O)[O-])C1 (stereo unspecified)	18	0.9	2	0.9	1	1	7	2	-1	0.9
O=C(Cn1cc(F)c(=O)[nH]c1=O)NCCO	0	1.1	4	1	1	1	-3	-6	1	1
Cn1c(=O)c2c(ncn2Cc2ccccc2)n(C)c1=O	-6	1	-2	0.8	1	1	15	-9	-1	0.9
COc1ccccc1C(=O)OCc1c(F)cccc1Cl	-2	1	1	0.9	1.1	1	10	-12	-5	1
O=c1c(Cl)c(N2CCN(c3ccc(F)cc3)CC2)cnn1C12CC3CC(CC(C3)C1)C2	10	0.8	-3	0.8	1	1	20	-27	1	0.8
O=S(=O)(NCCSCc1ccc(Cl)cc1Cl)c1ccc2c(c1)OCCO2	4	0.8	-3	0.7	1.1	1.1	25	-10	-11	0.8
CCOc1cc(NC(=S)NCCCN2CCOCC2)c(OCC)cc1NC(=O)c1ccccc1C	5	0.9	-5	0.9	1	1	10	-4	-2	0.5
CC(=O)c1cc2c(cc1NC(=O)CSc1nc3ccccc3o1)OCO2	0	0.9	-6	0.9	1	1.1	10	-10	0	0.9
Cc1ccc(NC(=O)CSc2nnc(/N=C/N(C)C)s2)cc1	6	1	-8	0.9	1	1	8	-27	-1	1
O=C(CSc1nc2ccsc2c(=O)n1NC(=O)c1ccccc1)Nc1nccs1	5	1	-1	1	1	1	-4	-7	0	1.2
O=C(Cc1cccs1)Nc1nc2ccccc2s1	3	0.9	-4	0.8	1	0.9	19	-4	-1	0.9
Cc1c(-n2c(SC(C)C(=O)NC(N)=O)nc3ccccc3c2=O)c(=O)n(-c2ccccc2)n1C (stereo unspecified)	12	1	-2	1	1	1.1	0	-4	0	1
CSCCC1NC(=O)N(CC(=O)Nc2c(C(C)C)cccc2C(C)C)C1=O (stereo unspecified)	2	1.1	-6	0.9	1	1.1	14	-14	-4	0.9
Cc1nc(N2CCN(Cc3ccc4c(c3)OCO4)CC2)c2cc(-c3ccccc3)sc2n1	-5	0.9	-4	1	1	1	4	-11	-3	1
On1nnc2ccc3ccccc3c21	1	1.1	0	0.9	1	1.1	6	-12	-4	1
Cc1nnc(NC(=O)C2CCN(c3nnnn3-c3ccccc3)CC2)s1	7	1.1	0	0.9	1.1	1	5	-13	-5	1
COc1ccc(Cl)cc1C(=O)NNC(=S)NC(=O)/C=C/c1ccco1	4	1.3	-1	1	1.1	1.1	-3	-40	-6	1.3
Cc1nc2cccc(C(=O)NCc3ccccc3)c2o1	2	0.9	-1	0.8	1	1	22	-5	0	0.7
O=C(Cn1c(=O)oc2cc(S(=O)(=O)N3CCCC3)ccc21)N1CCN(c2ccccn2)CC1	-24	0.9	0	0.9	1	1	6	-8	3	0.9
COc1ccc(NC(=O)CSc2nncs2)cc1OC	12	1	-6	0.9	1.1	1	9	-17	-7	1
Cc1nnc(NC(=O)CSc2ccc([N+](=O)[O-])cn2)s1	-4	1.2	0	0.9	1	1	12	-10	-4	1.1
COc1ccc(CCNC(=O)c2ccc(CNc3nc(=S)[nH]c4ccccc34)cc2)cc1OC	-8	1	-1	0.8	1	1	16	-9	-3	0.9
Cc1nc(-c2ccccc2)sc1-c1nc(-c2ccncc2)ncc1S(=O)(=O)c1ccccc1	-1	0.9	0	0.8	1	1	16	-11	-5	1
CCC(=O)Nc1cccc(NC(=S)NC(=O)c2ccccc2Cl)c1	6	0.9	1	0.8	1.1	1	16	-6	-7	0.9
COc1cc(NC(=O)CSc2nc(C)c(C)c(C)n2)c(C)cc1[N+](=O)[O-]	-14	1.1	-10	0.8	1	1.1	15	2	3	1.1
O=C(C1CCC(CNS(=O)(=O)c2cccc3nsnc23)CC1)N1CC=C(c2ccccc2)CC1 (stereo unspecified)	18	1	-5	1	1	1	4	8	-4	1.1
Cc1nonc1NC(=O)CSc1nnc(-c2ccoc2C)n1CC(C)C	-2	1	-2	0.9	1	1	8	-8	-2	1
Cc1ccc(NS(=O)(=O)c2cc(C(=O)N(C)C)ccc2C)cc1C	9	0.9	-1	0.9	1	1	6	-8	-3	0.9
O=C(Cn1cc2c(n1)CCCC2)NCc1cccnc1	26	0.9	1	0.9	1	1	5	-6	-3	1
CCCNC(=S)N1CCN(C(c2ccccc2)c2ccccc2)CC1	0	0.9	-9	0.8	1.1	1.1	19	-9	-5	0.8

Profiles, quoted from the list. Screens in order: G6PDH CS	PMI activator	HMGR II inh	Diaph act CS	TNAP act hi DEA	FLuc stim CS	Diaph inh CS	TNAP inh noacc	TNAP inh hi DEA	PMI act hi M6P
Record of CCCNC(=S)N1CCN(C(c2ccccc2)c2ccccc2)CC1 = 0	0.9	-9	0.8	1.1	1.1	19	-9	-5	0.8
Record of COc1ccc(NC(=O)CSc2nncs2)cc1OC = 12	1	-6	0.9	1.1	1	9	-17	-7	1
Record of Cc1nonc1NC(=O)CSc1nnc(-c2ccoc2C)n1CC(C)C = -2	1	-2	0.9	1	1	8	-8	-2	1

Following part:
SMILES	G6PDH CS	PMI activator	HMGR II inh	Diaph act CS	TNAP act hi DEA	FLuc stim CS	Diaph inh CS	TNAP inh noacc	TNAP inh hi DEA	PMI act hi M6P
O=C(COC(=O)Cc1ccc(-c2ccccc2)cc1)NCc1ccccc1	2	0.9	-5	0.9	1	1	9	-8	-1	0.9
COc1ccc(C2C(C(=O)Nc3ccc(F)cc3)=C(C)Nc3nc(CCCO)nn32)cc1 (stereo unspecified)	3	1	-1	0.9	1	1	9	-9	-3	1
C/C(=N\NC(=O)C1CC1(c1ccccc1)c1ccccc1)c1cccc([N+](=O)[O-])c1 (stereo unspecified)	-16	0.9	-1	1	1	1	4	-11	-2	1
CS(=O)(=O)N1CCN(c2ncccn2)CC1	0	0.9	-2	1	1	1	-5	-9	0	1
CCOc1nc(NC(=O)NS(=O)(=O)c2cccc(Cl)c2)nc(-c2ccccc2)n1	1	0.9	-4	0.8	1.1	1	19	-6	-5	0.9
O=C(NCC1CCCO1)c1ccc2nc(N3CCCCC3)sc2c1 (stereo unspecified)	7	0.8	-4	0.9	1	0.9	14	-12	0	0.9
COc1ccc(C)cc1S(=O)(=O)N(C)CC(=O)N1CCCCCC1	-3	0.9	-8	0.9	1.1	1.1	10	-9	-7	1
Cc1cc(C)n2nc(C(=O)Nc3ccc(S(=O)(=O)N4CCCCC4)cc3)nc2n1	-1	1	-1	0.8	1	1	20	-10	-4	1
CCn1c(/C(C#N)=C(\O)CCc2ccccc2)nc2ccccc21	-3	0.9	1	0.9	1.1	1.1	10	-11	-6	1
Cc1ccc(NC(=S)N(CCN(C)C)Cc2cccs2)cc1C	-7	1.1	-1	1	1	1.1	-1	-8	2	1
CNc1nc(Sc2cccc(C(F)(F)F)c2)cc(C(F)(F)F)n1	-2	0.9	0	0.7	1	1.1	29	-5	-4	0.9
COc1ccc(NC(=O)COC(=O)c2cc(OC)c(OC)cc2NC(=O)c2ccco2)cc1OC	2	0.9	-10	0.9	1	1.1	11	-2	-2	1
CCCCCCCCOC(=O)C[N+](C)(C)C/C=C(/C)Cl	8	1.1	-7	1.1	1	1	-7	-10	-5	1.1
COc1ccc(NC(=O)C2CCCN(S(=O)(=O)c3cccc4cccnc34)C2)c(OC)c1 (stereo unspecified)	4	0.9	1	0.7	1	1	26	-5	-2	0.9
Cc1ccc(NS(=O)(=O)c2ccc(Br)s2)nc1	18	0.8	-2	0.8	1	1	20	-5	-2	0.3

Copied from the list.
Entry of `Cc1nnc(NC(=O)CSc2ccc([N+](=O)[O-])cn2)s1` in FLuc stim CS: 1
Entry of `Cc1c(-n2c(SC(C)C(=O)NC(N)=O)nc3ccccc3c2=O)c(=O)n(-c2ccccc2)n1C` (stereo unspecified) in TNAP act hi DEA: 1

(continued)
SMILES	G6PDH CS	PMI activator	HMGR II inh	Diaph act CS	TNAP act hi DEA	FLuc stim CS	Diaph inh CS	TNAP inh noacc	TNAP inh hi DEA	PMI act hi M6P
NCCc1c(-c2ccccc2)n(-c2ccccc2)c2ccccc12	0	1	1	1.2	1.1	1	-22	-13	-6	1
COC(=O)c1ccc(NC(C(=O)OC)C(C)C)c([N+](=O)[O-])c1 (stereo unspecified)	6	1	-5	0.9	1	1.1	7	6	4	1
O=C(CN1CCN(c2nc(-c3ccc(Cl)cc3)cs2)CC1)NCc1ccco1	-15	0.9	-5	0.8	1	1	21	-5	0	0.9
CCOc1ccc(NC(=O)C2CCC(C)(C(=O)O)C2(C)C)cc1 (stereo unspecified)	2	1.1	-2	1	1.1	1.1	2	-16	-5	1
Cc1nn(Cc2ccccc2)c(C)c1/C=N/NC(=O)c1cccnc1	5	1	0	1	1.1	1	4	-12	-8	1.1
CCOc1ccccc1C(=O)N[C@H](C(=O)NCc1ccccc1)C(C)C	3	1	1	0.9	1	1	7	0	-3	1
C[C@]12CC[C@@H]3c4ccc(OS(=O)(=O)O)cc4CC[C@H]3[C@@H]1CCC2=O	16	1	-3	0.9	1	1.1	14	-6	-3	0.9
CC(=O)Oc1ccc(OC(C)=O)c(SCCCCCN2CCOCC2)c1	6	0.9	0	0.8	1	1	17	-6	2	0.7
COc1ccc(CCNC(=O)CC2SC(=NCc3ccccc3)NC2=O)cc1 (stereo unspecified)	-1	1	-1	1	1	1	1	-6	-4	1.1
Cc1ccc(NC(=O)CSc2nnc(-c3cnccn3)n2-c2ccccc2)cc1	4	0.9	-3	0.8	1.1	1.1	17	-10	-5	0.9
COc1ccc(C(=O)OCC(=O)NCC2CCCO2)cc1 (stereo unspecified)	-2	1.1	-3	1	1	1	0	-13	-1	1
COc1ccc(C(=O)N2CCC(C(=O)Nc3ccc4c(c3)OCO4)CC2)cc1	8	0.9	4	0.9	1	1	6	-5	-1	1
c1nnc(-c2ccc3c(c2)OCO3)o1	8	1.2	-1	1	1.1	1	-4	-8	-6	1.2
Cn1cnnc1SCCC(=O)Nc1ccccc1	4	0.9	-1	0.9	1.1	1	14	-5	-6	1
S=c1[nH]nc(COc2ccc3ccccc3c2)o1	0	1	-4	0.8	1	0.7	17	-1	-2	1
O=C(C1CC1)N1CCc2cc(Br)cc(S(=O)(=O)NCC3COc4ccccc4O3)c21 (stereo unspecified)	1	0.9	1	0.8	1.1	1	23	-12	-8	0.9

Screening data as filed in PubChem.
